High-throughput results (PubChem BioAssay)
DT40 TDP1 CPT = qHTS for Inhibitors of human tyrosyl-DNA phosphodiesterase 1 (TDP1): qHTS in cells in presence of CPT; Potency, µM (highest dose often 46.2 µM), for the others: at the top dose activity change, negative = growth inhibition, most hits filed as inhibitors; chicken DT40 Tdp1-/-;hTDP1 cells + 20 nM CPT, ATP luminescence, 48 h; hit rate 12% among 420,000; note: nearly all actives have a fitted effect of over 55% in size
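Chicken DT40 Tdp1-/- cells stably complemented with human TDP1 were seeded at 400 cells/well in medium containing 20 nM camptothecin, exposed to pin-transferred compounds, and grown at 37 °C for at least 48 hr. Viability was read as ATP luminescence.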
TDP1 inh = qHTS Assay for Inhibitors of Tyrosyl-DNA Phosphodiesterase (TDP1) | hit rate 0.28% among 350,000 | Potency, µM (doses to about 130 µM), inactives show top-dose activity change, negative = inhibition, actives largely listed as inhibitors | Tyrosyl-DNA phosphodiesterase 1 (Homo sapiens), Q9NUW8 | recombinant TDP1, AlphaScreen DNA substrate cleavage; note: nearly all actives have a fitted effect of over 40% in size
Target sequence (Q9NUW8 whole entry, looked up): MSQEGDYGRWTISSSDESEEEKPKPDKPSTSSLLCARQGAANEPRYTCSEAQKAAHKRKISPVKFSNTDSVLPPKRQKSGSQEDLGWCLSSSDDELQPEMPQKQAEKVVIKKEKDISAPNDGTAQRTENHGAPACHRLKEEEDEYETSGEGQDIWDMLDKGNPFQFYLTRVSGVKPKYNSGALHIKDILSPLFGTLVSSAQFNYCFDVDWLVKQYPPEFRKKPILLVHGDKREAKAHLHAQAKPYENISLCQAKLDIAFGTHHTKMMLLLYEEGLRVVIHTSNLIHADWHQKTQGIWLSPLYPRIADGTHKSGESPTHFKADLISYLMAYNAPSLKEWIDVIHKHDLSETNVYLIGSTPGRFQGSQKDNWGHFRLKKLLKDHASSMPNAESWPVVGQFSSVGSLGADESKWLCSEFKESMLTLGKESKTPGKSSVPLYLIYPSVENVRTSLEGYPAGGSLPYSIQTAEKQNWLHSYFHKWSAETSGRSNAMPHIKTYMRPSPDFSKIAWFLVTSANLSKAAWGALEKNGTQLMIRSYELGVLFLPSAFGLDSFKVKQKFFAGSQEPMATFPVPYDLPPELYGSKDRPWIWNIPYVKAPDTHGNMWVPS
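E. coli-derived human Tdp1, 1 nM final. Cpd preinc 15 min RT; substrate 15 nM final, 5 min RT; AS bead mix 10 ug/ml final, 10 min RT. Signal loss = tyrosine-FITC cleavage. No-enzyme wells = max signal.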
DT40 TDP1 no CPT = qHTS for Inhibitors of human tyrosyl-DNA phosphodiesterase 1 (TDP1): qHTS in cells in absence of CPT; DT40 Tdp1-/- hTDP1 cells, no CPT, ATP luminescence, 48 h; Potency, µM (doses to about 46.2 µM), for inactives: top-dose activity change, negative = growth inhibition, most hits filed as inhibitors; hit rate 15% among 420,000; note: nearly all actives have a fitted effect of over 55% in size
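Camptothecin absent (DMSO only). Human TDP1-complemented DT40 knockout cells, 400 cells/well, 37 °C for minimum 48 hr; ATP measured via CellTiter-Glo, 30 min dark incubation, luminescence.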
Numbers without * were called inactive; ? = inconclusive; . = not tested or not shown; & = joins results of further samples; [ ] = dose if it differs, or a comment. Calls come from the whole dose curve; as a rule, active = well fitted curve in the direction sought with a large enough effect; inconclusive = small, poorly fitted or top-dose-only effect, or another doubt; inactive = no such curve, though single readings can be large; an effect the other way counts as inactive or inconclusive. % is set by controls: 0 for no effect and ±100 for the full control effect; potency is the fitted concentration of half-maximal effect.

SMILES	DT40 TDP1 CPT	TDP1 inh	DT40 TDP1 no CPT
Cc1ccc(N2C(=O)CC(Sc3ncccc3C(=O)O)C2=O)cc1 (centres undefined)	-5%	3%	5%
COC1(OC)N=C(N)C2(C#N)C(c3ccc4c(c3)OCO4)C12C#N (centres undefined)	8.2µM*	0%	?
CC(C)NC(=O)c1ccc(COc2cc(Cl)ccc2Cl)o1	-30%	.	21µM*
O=C(NCCN1CCN(Cc2ccc([N+](=O)[O-])cc2)CC1)C(=O)Nc1ccccc1	-17%	-3%	-8%
Cc1c(C(=O)O)oc2c1-c1nn(Cc3ccccc3Cl)cc1CC2	6%	-5%	?
O=C(/C=C/c1ccc(F)cc1)Nc1cc(S(=O)(=O)N2CCOCC2)ccc1N1CCOCC1	-1%	.	11%
COc1ccccc1C(O)c1ncc(-c2ccc(Cl)cc2)[nH]1 (centres undefined)	-30%	.	?
COC(=O)CN1C(=O)[C@H]2[C@@H](c3ccc(C)o3)N3C(=O)CN(Cc4ccccn4)C(=O)[C@@]3(Cc3ccccc3)[C@H]2C1=O	10%	.	-7%
O=C(N/N=C/c1ccc2c(c1)OCO2)c1ccc2ccccc2n1	-7%	-13%	-23%
Cc1oc(-c2ccccc2Cl)nc1CS(=O)(=O)CC(=O)NC(C)c1ccccc1 (centres undefined)	?	4%	23µM*
CCOc1ccc(S(=O)(=O)N2CCC(C(=O)N3CCN(Cc4ccccc4)CC3)CC2)cc1	?	2%	?
Oc1ccc(-c2nccs2)cc1	-14%	.	-21%
CCCCC(=O)N(c1ccc(C)c(C)c1)C1C=CS(=O)(=O)C1 (centres undefined)	-19%	4%	-10%
CCn1cc(CN2CCC(C(=O)Nc3ccc(Oc4cccnc4)cc3)CC2)c(C)n1	?	2%	?
COc1ccc(C)cc1NC(=O)C(=O)NNC(=O)COc1ccc(Cl)cc1	?	5%	23µM*
C#CCOCCOCCOCCNc1nc(N2CCN(C(=O)[C@H](CCCCN)n3cc(CCC(=O)O)nn3)CC2)nc(N2CCN(C(=O)[C@H](Cc3ccc(O)cc3)n3cc(CCO)nn3)CC2)n1	1%	.	8%
Cc1ccc(CNC(=O)CSc2nc3c(sc4ccccc43)c(=O)n2CCCC(=O)NCCO)cc1	-20%	3%	?
OC(COc1ccc(-c2ccccc2)cc1)CN1CCCCC1 (centres undefined)	?	.	26µM*
COc1ccc(/C=N/NC(=S)Nc2ccccc2[N+](=O)[O-])cc1O	6.5µM*	-3%	4.6µM*
Cc1cccc(CN(C)C[C@H]2OCc3cnnn3CCCC(=O)N([C@@H](C)CO)C[C@@H]2C)c1	2%	.	-21%
Nc1ccc(C(=O)C(=O)c2ccccc2)cc1	3%	.	16%
Nc1ncnc2c1ncn2[C@@H]1O[C@H](C(=O)NCCCN2CCCC2=O)[C@@H](O)[C@H]1O	0%	.	15%
CC(C)N(C(=O)N1CCC(c2nc(-c3ccncc3)no2)CC1)C(C)C	?	-2%	18µM*
O=C(N=C1SCC(=O)N1c1ccccc1Cl)c1ccccc1	-10%	0%	-16%
CC(=O)N(Cc1cccnc1)c1cccc(-c2nc3ccccc3s2)c1	?	7%	?
CC(C)(C)C1=Nn2c(nnc2-c2ccco2)SC1	-29%	5%	?
N#CC1=C(O)CCCn2c1nc1ccccc1c2=O	-1%	5%	-7%
Cc1ccc(OCC2Cn3c(nc4c3c(=O)[nH]c(=O)n4C)O2)cc1C (centres undefined)	?	.	10µM*
CCOC(=O)c1sc2cc([N+](=O)[O-])cc(SCC(C)C)c2c1N	?	0%	-12%
O=C(Nc1cccc(C(F)(F)F)c1)c1cccnn1	-17%	.	-3%
CCOC(=O)c1c(NC(=O)c2cccs2)sc(CC)c1-c1cccs1	?	.	-29%
CCC(C)(C)NC(=O)C(OC(=O)c1cc2sccc2n1C)c1ccc(OC)cc1 (centres undefined)	-9%	7%	-16%
Cc1nn(Cc2ccccc2)c(N)c1C#N	-16%	-2%	-21%
CC(=O)Nc1ccc(NC(=O)c2c(-c3ccccc3)noc2C)cc1	-8%	.	-26%
CO[C@H]1C=CO[C@@]2(C)Oc3c(C)c(O)c4c(O)c(cc(O)c4c3C2=O)NC(=O)/C(C)=C\C=C/[C@H](C)[C@H](O)[C@@H](C)[C@@H](O)[C@@H](C)[C@H](OC(C)=O)[C@@H]1C	-4%	.	-12%
Cc1cc(=O)c2c(o1)C(=O)c1occc1C2=O	18µM*	.	15µM*
N#Cc1nnn2c1nc(N)c1c(Cl)cccc12	-5%	.	13%
C[C@@H]1CN(Cc2ccc3c(c2)CN(C(=O)c2ccc(Oc4ccccc4)o2)CCO3)C[C@H](C)O1	-14%[9.04 µM]	.	12µM*
O=C(NC1CCCC1)c1ccc(CSc2nc3ccncc3n2Cc2ccccc2F)cc1	?	5%	?
Cc1cc(C)n2nc(C(=O)OCC(=O)N(CCC#N)c3ccc(F)cc3)nc2n1	-8%	.	3%

Looked up by structure from above, 5 records:
SMILES	DT40 TDP1 CPT	TDP1 inh	DT40 TDP1 no CPT
CC(=O)Nc1ccc(NC(=O)c2c(-c3ccccc3)noc2C)cc1	-8%	.	-26%
O=C(NC1CCCC1)c1ccc(CSc2nc3ccncc3n2Cc2ccccc2F)cc1	?	5%	?
Cc1nn(Cc2ccccc2)c(N)c1C#N	-16%	-2%	-21%
Cc1cc(=O)c2c(o1)C(=O)c1occc1C2=O	18µM*	.	15µM*
CO[C@H]1C=CO[C@@]2(C)Oc3c(C)c(O)c4c(O)c(cc(O)c4c3C2=O)NC(=O)/C(C)=C\C=C/[C@H](C)[C@H](O)[C@@H](C)[C@@H](O)[C@@H](C)[C@H](OC(C)=O)[C@@H]1C	-4%	.	-12%

The listing continues.
SMILES	DT40 TDP1 CPT	TDP1 inh	DT40 TDP1 no CPT
CCN(CCO)Cc1csc2ccccc12	19%	6%	-13%
COc1cccc(-c2cnc(C(O)c3ccc(Cl)c(F)c3)[nH]2)c1 (centres undefined)	15µM*	.	?
CCCC(=O)Nc1ccc(NC(=O)CCc2ccccc2)cn1	16µM*	2%	16µM*
CC(C)(C)C(=O)[C@@H]1[C@@H]2C(=O)N(c3ccc4c(c3)OCCO4)C(=O)[C@@H]2C2c3ccccc3C=CN21 (some centres undefined)	?	6%	23µM*
O=C(CN1CCN(C(=O)C2CCN(C(=O)/C=C/c3ccccc3)CC2)CC1)Nc1ccc(F)cc1	?	.	?
CCCCNC(=O)C(NC(=O)c1cccnc1)C(=O)c1ccccc1 (centres undefined)	-1%	.	10%
CC(C)[C@H](NC(=O)OCc1ccccc1)C(=O)OCc1ccccc1	6%	.	-26%
CC(OC(=O)Cc1coc2ccc3ccccc3c12)C(=O)Nc1ncc(Cl)cc1Cl (centres undefined)	-30%	2%	?
C[C@@H]1CN([C@@H](C)CO)S(=O)(=O)c2ccc(C#CC(C)(C)O)cc2O[C@H]1CN(C)C(=O)C1CCCCC1	-17%	.	?
CCCCSC(=O)Nc1ccccc1	-5%	-4%	-13%
CCCCNC(=S)NNC(=O)c1cccnc1	-15%	3%[56.1 µM]	-8%
CN1C(=O)CC2(CC(=O)N(Cc3ccccc3)C2)C1=O (centres undefined)	0%	2%	15%
Cc1cccc(NC(=O)C(=O)NCC2CCCN2S(=O)(=O)c2cccs2)c1 (centres undefined)	13µM*	.	8.2µM*
CC(CCc1ccccc1)NC(=O)CNC(=O)COc1ccccc1 (centres undefined)	5%	0%	2%
CCc1ccccc1NC(=O)c1cc2c(Cl)nc3ccccc3c2s1	?	7%	?
CC(NCCc1ccc(O)cc1)C(O)c1ccc(O)cc1 (centres undefined)	-5%&16%	3%	10%&4%
CNC(=S)NNC(=O)c1cccs1	19%	.	-2%
CC(=O)Nc1ccc(S(=O)(=O)NNC(=O)COc2ccc(C(C)(C)C)cc2)cc1	?	11%	?
COc1cc(/C=N/Nc2nc(=O)[nH]nc2C)cc([N+](=O)[O-])c1O	-2%	4%	-16%
CCOC(=O)CSc1nnc(Cc2ccccc2)n1Cc1ccco1	-8%	5%	2%

Among those listed so far, five have two or more sulfur atoms.
SMILES	DT40 TDP1 CPT	TDP1 inh	DT40 TDP1 no CPT
Cc1ccc(CNC(=O)CSc2nc3c(sc4ccccc43)c(=O)n2CCCC(=O)NCCO)cc1	-20%	3%	?
CCOC(=O)c1sc2cc([N+](=O)[O-])cc(SCC(C)C)c2c1N	?	0%	-12%
CCOC(=O)c1c(NC(=O)c2cccs2)sc(CC)c1-c1cccs1	?	.	-29%
Cc1cccc(NC(=O)C(=O)NCC2CCCN2S(=O)(=O)c2cccs2)c1 (centres undefined)	13µM*	.	8.2µM*
CNC(=S)NNC(=O)c1cccs1	19%	.	-2%

Next compounds.
SMILES	DT40 TDP1 CPT	TDP1 inh	DT40 TDP1 no CPT
COc1ccc(C(=O)NCC(=O)N/N=C/c2ccc([N+](=O)[O-])s2)cc1OC	21µM*	1%	16µM*
Cc1cc(C)cc(C(=O)Nc2nnc(SCC(=O)NCC3CCCO3)s2)c1 (centres undefined)	-19%	5%	-5%
CCc1nc2ccc(C(=O)Nc3nnc(C)s3)cc2nc1CC	-2%	-3%	?
CN(C)c1ccc(-c2ccc3ncnc(N(C)C)c3c2)cc1	0.46µM*	.	0.37µM*
COC(=O)c1cnn(-c2nc3c(C)cccc3s2)c1C	-7%	0%	-19%
CC(C)C[C@H]1CN=C(Nc2ccccc2)N1CC1CCC(C(C)(C)C)CC1 (some centres undefined)	5.8µM*	1%	6.5µM*
COCCn1nnnc1C(c1cccs1)N1CCN2CCCC2C1 (centres undefined)	-27%	0%	-7%
C=CCN(CC=C)C(=O)Nc1cc(Cl)ccc1OC	1%	-2%	-22%
CCCC(C(=O)NC1CCCCC1)N(Cc1ccco1)C(=O)CNS(=O)(=O)c1ccccc1 (centres undefined)	?	1%	?
Cc1csc(CNC(=O)C2CCC(=O)N(CCc3cccc(F)c3)C2)n1 (centres undefined)	13%	1%	1%

Taken from above.
DT40 TDP1 no CPT result of C=CCN(CC=C)C(=O)Nc1cc(Cl)ccc1OC reads -22%
DT40 TDP1 no CPT result of COc1ccc(C(=O)NCC(=O)N/N=C/c2ccc([N+](=O)[O-])s2)cc1OC reads 16µM*

Going on with the list.
SMILES	DT40 TDP1 CPT	TDP1 inh	DT40 TDP1 no CPT
Cc1ccc(-c2nnn(CC(=O)N(Cc3cccs3)C(C(=O)NCC3CCCO3)c3ccco3)n2)o1 (centres undefined)	-16%	0%	14%
CCn1c(SCC(=O)c2ccccc2)nnc1-c1cccs1	-19%	-1%	-7%
N#Cc1nc(COc2cccc(Cl)c2)oc1NCc1ccco1	21µM*	7%	18µM*
Cc1ccccc1NP1(=O)OCCCN1Cc1ccccc1Cl (centres undefined)	-29%	.	?
O=C(NCCO)C(=O)NCC1CCCN1S(=O)(=O)c1cccs1 (centres undefined)	12%	1%	11%
Cc1cc(C)n2c(=O)[nH]nc2c1	-1%	.	4%
O=c1c2ccccc2n2nnnc2n1-c1ccccc1	4%	6%	-15%
CCNc1nc(Oc2ccc(=O)n(-c3ccccc3)n2)nc(N(C)C)n1	-20%&-13%	3%&4%	-20%&-9%
Cc1ccccc1Cn1c(SCc2ccc(C(=O)NC3CCCC3)cc2)nc2ccncc21	?	1%	?
COc1ccc(Cl)cc1S(=O)(=O)N(C)CC(=O)N1CCOCC1	18%	.	1%
COc1ccc(S(=O)(=O)Nc2cccc3c2O[C@H](CN(C)C(=O)Nc2ccc4c(c2)OCO4)[C@@H](C)CN([C@H](C)CO)C3=O)cc1	-16%	4%	-14%
CCCCn1cc(S(=O)(=O)c2ccc(OC)cc2)c(=O)c2cc(F)c(N3CCCC3)cc21	12µM*	-5%	10µM*
COc1ccc(C(=O)N2CCC[C@@]3(CCN(Cc4ccc(C#N)cc4)C3)C2)cc1	-7%	.	?
COc1cc(C(=O)N(Cc2cc3cc(C)ccc3[nH]c2=O)CC2CCCO2)cc(OC)c1OC (centres undefined)	-19%	-1%	1%
COC(=O)Cc1c(C)c2ccc(OCC(=O)NC3CCS(=O)(=O)C3)cc2oc1=O (centres undefined)	2%	1%	14%
CN1CCN(CC(O)COc2ccc(S(=O)(=O)N3CCOCC3)cc2)CC1 (centres undefined)	2%	-3%	13%
CCOc1ccc(S(=O)(=O)N2CCC(C(=O)NCCc3ccc(S(N)(=O)=O)cc3)CC2)cc1	-4%	.	-27%
COCCN(C(=O)c1ccc(N(C)S(=O)(=O)c2ccc(C)cc2)cc1)c1c(N)n(CC(C)C)c(=O)[nH]c1=O	-6%	.	12%
O=C(Cc1ccccc1)N1CCC(c2nc(-c3ccc(F)cc3)no2)CC1	?	-2%	?
COc1ccccc1CNC(=O)C(Cc1c[nH]c2ccccc12)NC(=O)OCc1ccccc1 (centres undefined)	?	4%	18µM*
O=C(CN1C(=O)C2(OCCO2)c2ccccc21)c1ccc(Br)cc1	?	-9%	?
O=C(CSC1=NCCS1)Nc1ccc2ccccc2c1	2%	5%	-8%

No enrichment for hits; about 18% have a hit in one of these screens.
